Compound activity as filed in PubChem BioAssay.
TSG101-PTAP inh: qHTS Assay for Iinhibitors of HIV-1 Budding by Blocking the Interaction of PTAP/TSG101. 340,000 tested, under 10 active. Potency, µM (titrated, usually from 115 µM), for the others: top-dose activity change, negative = inhibition, hits mostly inhibitors. Tumor susceptibility gene 101 protein (Homo sapiens), Q99816. Fluorescence polarization, FITC-PTAP peptide / Tsg101 binding; active means well fitted inhibition curve with a large enough effect in the main read-out, with a control signal flat, not every such curve was filed as active; inconclusive means small, poorly fitted or top-dose-only effect, or effect the other way, or a change in a side signal; inactive means no such curve, though single readings can be large or run the other way; further: potency means the concentration at half of the fitted maximal effect; % of control where 0% means no effect
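FP read-out: FITC-PTAP peptide, 50 nM final, binding Tsg101 binding domain, 10 uM final; 20 min, r.t.; 10 mM HEPES pH 7.5, 0.15 M NaCl, 0.01% Tween 20, 3 mM EDTA, 0.1 mM TCEP.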
Mito fusion yeast: qHTS Assay for Small Molecule Inhibitors of Mitochondrial Division or Activators of Mitochondrial Fusion; S. cerevisiae fusion-defective mutant growth rescue, CellTiterGlo 48 h; Potency, µM (series often up to 46.1 µM), for inactives: at the highest dose growth rescue (activation), most hits filed as activators; 320,000 tested, 0.23% active; AID 485298, 2010;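 further: potency means the concentration at half of the fitted maximal effect; % of control where 0% means no effect; nearly all actives have a fitted effect of over 45% in size; temperature-sensitive fusion mutants such as fzo1-1 at 37 °C on non-fermentable ethanol glycerol medium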
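Yeast fusion mutant, YPEG (non-fermentable carbon), compound, 48 h at 37C non-permissive; CellTiterGlo added, 10 min RT, luminescence read. Rescued growth = division inhibition.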
MLL CXXC-DNA inh: qHTS Fluorescence Polarization Assay for Inhibitors of MLL CXXC domain - DNA interaction. AID 2662, 2010. MLL-CXXC / FITC-HOXA9 DNA fluorescence polarization. Potency, µM (series often up to 115 µM), for inactives: at the top dose activity change, negative = inhibition, most hits filed as inhibitors. 290,000 tested, 0.037% active; active means well fitted inhibition curve with a large enough effect in the polarisation, with a control signal flat, not every such curve was filed as active; inconclusive means small, poorly fitted or top-dose-only effect, or effect the other way, or a change in a side signal; inactive means no such curve, though single readings can be large or run the other way; the % refers to the polarisation; further: potency means the concentration at half of the fitted maximal effect
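Steps: dispense CXXC domain solution (7 uM) → pin compounds or unlabeled HOX-A9 DNA control → 5 min ambient → add FLSN-HOX-A9 solution (50 nM) → spin → 30 min ambient → fluorescence polarization. Tris pH 7.5/NaCl/DTT/BSA buffer.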
S-ASM inh: Inhibitors of Secretory Acid Sphingomyelinase (S-ASM): qHTS | placental ASM, HMU-PC fluorogenic substrate, 60 min | Sphingomyelin phosphodiesterase (Homo sapiens), P17405 | 340,000 tested, 0.006% active | Potency, µM (top dose mostly 57.5 µM), for the others: at the highest dose activity change, negative = inhibition, actives largely listed as inhibitors | AID 504937, 2011; further: potency means the concentration at half of the fitted maximal effect
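qHTS format. ASM enzyme prepared from human placenta hydrolyses the fluorogenic substrate HMU-PC0 (9 uM final) over 60 min at 37 °C after a 10 min compound preincubation.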
AT treatment: qHTS Assay for Identifying a Potential Treatment of Ataxia-Telangiectasia; AID 485349, 2010; […] A-T fibroblasts, KAP-1 phosphorylation AlphaLISA; neocarzinostatin DNA damage 30 min before lysis; 320,000 tested, 0.19% active; Potency, µM (highest dose often 57.5 µM), for the others: top-dose activation, usual class: activators; further: potency means the concentration at half of the fitted maximal effect; % of control where 0% means no effect; nearly all actives have a fitted effect of over 45% in size
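ATM-like activity read as KAP-1 phosphorylation via AlphaLISA donor/acceptor antibody pairs after lysis and 6 hr at 25C. Cells were ATM-null patient fibroblasts ([…], hTERT), dosed 60 min, then exposed to the DSB inducer NCS for 30 min.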
TCR act: Activators of T cell receptors: qHTS campaign | primary human leukocytes, anti-CD3, IL-2 HTRF, 48 h | Potency, µM (highest dose often 9.22 µM), for inactives: at the highest dose activation of IL-2 secretion, actives largely listed as activators | 330,000 tested, under 10 active; further: % of control where 0% means no effect
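Primary human leukocytes incubated 48 hr with anti-CD3 beads plus compound, without co-stimulation. Secreted IL-2 measured by HTRF (europium cryptate/d2 anti-IL-2 pair, 320 nm excitation, 665 nm emission).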
Menin MLL FP TR: qHTS Assay for Inhibitors Targeting the Menin-MLL Interaction in MLL Related Leukemias: Competition With Texas Red Labeled MLL-derived Mutant Peptide; O00255; Menin + Texas Red MLL mutant peptide, fluorescence polarization; Potency, µM (top dose mostly 61.6 µM), without a hit: at the top dose FP activity change, negative = inhibition, hits mostly inhibitors; 270,000 tested, 0.23% active; AID 1768, 2009; active means well fitted inhibition curve with a large enough effect in the polarisation, with a control signal flat, not every such curve was filed as active; inconclusive means small, poorly fitted or top-dose-only effect, or effect the other way, or a change in a side signal; inactive means no such curve, though single readings can be large or run the other way; the % refers to the polarisation; further: potency means the concentration at half of the fitted maximal effect; % of control where 0% means no effect; many of its hits are not listed in these tables
TSHR antagonist: Antagonists of the Thyroid Stimulating Hormone Receptor: HTS campaign; TSHR-expressing cells, TSH-stimulated cAMP HTRF, 2 h; hits give low values; activity change, negative = inhibition, % at 11.5 µM; Thyrotropin receptor (Homo sapiens), P16473; 330,000 tested, 0.2% active;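 active means activity change below a set negative limit, meaning inhibition stronger than a set level, cut at about -70% in these data; inconclusive means activity change between two set negative limits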; further: on the % scale 0 is the no-effect control and ±100 the full control effect
Target sequence (P16473 whole entry, looked up): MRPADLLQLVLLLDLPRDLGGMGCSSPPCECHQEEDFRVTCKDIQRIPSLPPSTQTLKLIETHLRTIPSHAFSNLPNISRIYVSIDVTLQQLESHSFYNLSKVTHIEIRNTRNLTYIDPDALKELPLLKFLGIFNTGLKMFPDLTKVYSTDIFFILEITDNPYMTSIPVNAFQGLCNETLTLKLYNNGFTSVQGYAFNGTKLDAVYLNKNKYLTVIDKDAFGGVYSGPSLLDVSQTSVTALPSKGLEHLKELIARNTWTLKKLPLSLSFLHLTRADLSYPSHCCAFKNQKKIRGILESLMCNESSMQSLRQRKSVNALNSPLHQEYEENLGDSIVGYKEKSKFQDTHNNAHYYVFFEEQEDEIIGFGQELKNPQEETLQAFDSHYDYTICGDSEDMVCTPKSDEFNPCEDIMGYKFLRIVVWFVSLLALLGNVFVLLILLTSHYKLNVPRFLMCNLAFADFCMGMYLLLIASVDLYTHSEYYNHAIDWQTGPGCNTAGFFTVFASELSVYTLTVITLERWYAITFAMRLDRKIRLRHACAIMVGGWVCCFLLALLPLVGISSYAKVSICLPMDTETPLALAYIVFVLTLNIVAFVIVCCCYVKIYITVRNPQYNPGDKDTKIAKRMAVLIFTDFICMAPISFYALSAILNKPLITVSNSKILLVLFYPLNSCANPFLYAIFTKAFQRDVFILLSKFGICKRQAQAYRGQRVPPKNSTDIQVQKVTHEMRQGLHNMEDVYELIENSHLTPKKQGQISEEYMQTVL
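Antagonism was scored as loss of TSH-driven cAMP in TSHR cells, stimulated with 4nM TSH (EC80) for 2 hours at 37 deg C and detected by homogeneous HTRF competition immunoassay.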
MBNL1 CUG block: qHTS Assay for Inhibitors of MBNL1-poly(CUG) RNA binding. Potency, µM (titrated, usually from 57.5 µM), for the others: at the highest dose activity change, negative = inhibition, actives largely listed as inhibitors. TR-FRET MBNL1-His/biotin-(CUG)12 binding, 665/545 ratio. Muscleblind-like protein 1 (Homo sapiens), Q9NR56. 280,000 tested, 0.036% active. AID 2675, 2010; active means well fitted inhibition curve with a large enough effect in the signal ratio, with a control signal flat, not every such curve was filed as active; inconclusive means small, poorly fitted or top-dose-only effect, or effect the other way, or a change in a side signal; inactive means no such curve, though single readings can be large or run the other way; the % refers to the signal ratio; further: potency means the concentration at half of the fitted maximal effect; on the % scale 0 is the no-effect control and ±100 the full control effect
Target sequence (Q9NR56 whole entry, looked up): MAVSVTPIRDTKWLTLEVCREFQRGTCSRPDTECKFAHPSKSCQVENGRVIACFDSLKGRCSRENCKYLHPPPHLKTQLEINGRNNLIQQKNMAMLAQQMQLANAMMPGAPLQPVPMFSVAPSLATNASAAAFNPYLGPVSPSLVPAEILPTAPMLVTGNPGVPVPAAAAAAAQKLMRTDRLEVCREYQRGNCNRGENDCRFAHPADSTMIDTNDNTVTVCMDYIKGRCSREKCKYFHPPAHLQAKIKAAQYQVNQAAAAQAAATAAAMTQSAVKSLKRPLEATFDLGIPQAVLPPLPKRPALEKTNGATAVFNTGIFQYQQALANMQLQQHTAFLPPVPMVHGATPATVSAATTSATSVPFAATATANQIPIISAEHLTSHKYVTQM
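His-tagged MBNL1 binding to biotinylated (CUG)12 RNA was measured by TR-FRET using terbium anti-His antibody (0.055 ng/ul final) and streptavidin-XL665 (5 nM final). Compounds were titrated 92 nM to 58 uM; 60 min at room temperature.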
Integrin act MD: qHTS for Activators of Integrin-Mediated Alleviation for Muscular Dystrophy; 350,000 tested, 0.064% active; Potency, µM (titrated, usually from 38.3 µM), for the others: top-dose activation, hits mostly activators; alpha7betagal myoblasts, beta-gal FDG fluorescence, 48 h; AID 624291, 2012;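 further: potency means the concentration at half of the fitted maximal effect; 100% = response of the positive control SU9516; nearly all actives have a fitted effect of over 60% in size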
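Alpha7betagal+/- myoblasts (passage 13) were plated 16-24 hr, then exposed to compounds (1:260 dilution of DMSO stock) for 48 hours at 37C. After MPER lysis, β-galactosidase reporter activity was read as FDG fluorescence (ex 480/em 540) after 30 minutes.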
The depositor's hits bear a star; [ ] = remark or other dose. Unless noted, the call rests on the fitted dose curve; in most records, active means well fitted curve in the direction sought with a large enough effect; inconclusive means small, poorly fitted or top-dose-only effect, or another doubt; inactive means no such curve, though single readings can be large; an effect the other way counts as inactive or inconclusive.

Results for Cc1ccccc1NC(=O)C1Cc2ccccc2CN1C(=O)OCc1ccccc1 (stereo not drawn) ?
TSG101-PTAP inh: 0.3%; Mito fusion yeast: 21.9%; MLL CXXC-DNA inh: 6.5%; S-ASM inh: -1.7%; AT treatment: 0.1%; TCR act: -4.2%[46.1 µM]; Menin MLL FP TR: -8.0%; TSHR antagonist: 6.5; MBNL1 CUG block: -4.8%; Integrin act MD: -0.2%

What do the screens show for `CC(=O)Nc1ccc(OC(=O)c2cc([N+](=O)[O-])ccc2Cl)cc1`?
TSG101-PTAP inh: -1.8%; Mito fusion yeast: -3.0%; MLL CXXC-DNA inh: -6.9%; S-ASM inh: -0.3%; AT treatment: 9.4%; TCR act: -10.0%; Menin MLL FP TR: 12.1%; TSHR antagonist: -8.8; MBNL1 CUG block: inconclusive; Integrin act MD: -8.0%

What do the screens show for `COc1ccc(N(C(C)C(=O)N2CCC(Cc3ccccc3)CC2)S(C)(=O)=O)cc1` (stereo not drawn)?
TSG101-PTAP inh: -0.2%; Mito fusion yeast: 0.9%; MLL CXXC-DNA inh: -15.5%; S-ASM inh: -21.7%; AT treatment: 5.5%; TCR act: -2.1%; Menin MLL FP TR: -21.5%; TSHR antagonist: -17.9; MBNL1 CUG block: -2.5%; Integrin act MD: -50.8%[inhibitor]

Results for CCCCn1c(=O)[nH]c2nc3cc(NC(C)=O)ccc3nc2c1=O ?
TSG101-PTAP inh: -4.8%; Mito fusion yeast: 0.4%; MLL CXXC-DNA inh: -0.3%; S-ASM inh: 21.2%; AT treatment: -6.7%; TCR act: -6.8%; TSHR antagonist: 8.3; MBNL1 CUG block: inconclusive; Integrin act MD: 12.9%

What do the screens show for `CC(C)CCn1nc(C(=O)OC(C)C(=O)NC(N)=O)c2ccccc2c1=O` (stereo not drawn)?
TSG101-PTAP inh: -2.1%; Mito fusion yeast: 1.9%; MLL CXXC-DNA inh: -0.1%; S-ASM inh: -3.3%; AT treatment: -1.1%; TCR act: -7.5%; Menin MLL FP TR: -0.4%; TSHR antagonist: -3.7; MBNL1 CUG block: 3.7%; Integrin act MD: 5.4%

How did Cc1cccc(C(=O)NCC(=O)N2CCN(c3ccc(Cl)cc3)CC2)c1 do in these assays?
TSG101-PTAP inh: -0.3%; Mito fusion yeast: 8.5%; MLL CXXC-DNA inh: inconclusive; S-ASM inh: 28.7%; AT treatment: 6.7%; TCR act: 16.1%; Menin MLL FP TR: -0.3%; TSHR antagonist: -2.3; MBNL1 CUG block: -4.5%; Integrin act MD: 6.3%

How did O=C1NC(=O)/C(=C\c2cn(CC(=O)N3CCOCC3)c3ccccc23)S1 do in these assays?
TSG101-PTAP inh: -5.3%; Mito fusion yeast: 0.2%; MLL CXXC-DNA inh: 10.8%; S-ASM inh: -0.4%; AT treatment: -4.5%; TCR act: 4.1%; Menin MLL FP TR: 9.5%; TSHR antagonist: -11.2; MBNL1 CUG block: inconclusive; Integrin act MD: 1.8%

Results for COCCN(CC(=O)Nc1cccc(C)c1C)C(=O)CN1C(=O)NC2(CCCCC2)C1=O ?
TSG101-PTAP inh: -1.5%; Mito fusion yeast: -1.0%; S-ASM inh: 3.7%; AT treatment: 5.8%; TCR act: 0.3%; TSHR antagonist: 0.5; Integrin act MD: -28.5%

How did CCn1c(C(=O)NCc2ccccn2)cc2sccc21 do in these assays?
TSG101-PTAP inh: -6.1%; Mito fusion yeast: 2.5%; MLL CXXC-DNA inh: -0.3%; S-ASM inh: 5.1%; AT treatment: -0.5%; TCR act: 3.1%; Menin MLL FP TR: 4.1%; TSHR antagonist: -4.0; MBNL1 CUG block: -0.5%; Integrin act MD: 10.3%

Results for CSc1nnc(-c2ccc(F)cc2)o1 ?
TSG101-PTAP inh: -11.3%; Mito fusion yeast: -0.3%; MLL CXXC-DNA inh: -2.1%; S-ASM inh: 1.9%; AT treatment: -0.8%; TCR act: 1.8%; Menin MLL FP TR: 11.5%; TSHR antagonist: 9.7; MBNL1 CUG block: -0.6%; Integrin act MD: 20.7%

Results for COC(=O)c1ccc(NC(=O)CSc2nncc3ccc(OC)c(OC)c23)cc1 ?
TSG101-PTAP inh: -2.8%; Mito fusion yeast: -2.9%; MLL CXXC-DNA inh: 14.2%; S-ASM inh: 7.0%; AT treatment: 4.0%; TCR act: 8.3%[46.1 µM]; Menin MLL FP TR: 13.7%; TSHR antagonist: -2.6; MBNL1 CUG block: 1.1%; Integrin act MD: 17.4%

Results for COC(CN(C(=O)CCl)C(C(=O)NC1CCCCC1)c1ccccc1C)OC (stereo not drawn) ?
TSG101-PTAP inh: 1.3%; Mito fusion yeast: 1.7%; MLL CXXC-DNA inh: 15.1%; AT treatment: -0.3%; TCR act: -0.4%; Menin MLL FP TR: -1.3%; TSHR antagonist: 3.9; Integrin act MD: -54.1%[inhibitor]

How did CCc1cccc(OCC(=O)Nc2ccc(S(=O)(=O)Nc3ccccn3)cc2)c1 do in these assays?
TSG101-PTAP inh: -0.5%; Mito fusion yeast: 0.7%; MLL CXXC-DNA inh: inconclusive; S-ASM inh: 1.4%; AT treatment: -2.5%; TCR act: 1.7%; Menin MLL FP TR: -0.7%; TSHR antagonist: -4.1; MBNL1 CUG block: -6.1%; Integrin act MD: 2.5%

What do the screens show for `Cc1ccc(NC(=O)C(C)N2C(=O)C3CC=C(Cl)CC3C2=O)cc1` (stereo not drawn)?
TSG101-PTAP inh: -3.1%; Mito fusion yeast: -1.1%; MLL CXXC-DNA inh: 0.0%; S-ASM inh: -1.5%; AT treatment: -9.4%; TCR act: -3.7%; Menin MLL FP TR: 3.6%; TSHR antagonist: 6.1; MBNL1 CUG block: -0.7%; Integrin act MD: 9.0%

Results for Cc1nc2cc(NC(=O)COc3ccccc3C#N)ccc2n1-c1ccccc1 ?
TSG101-PTAP inh: -4.3%; Mito fusion yeast: 1.7%; MLL CXXC-DNA inh: -9.0%; S-ASM inh: 1.7%; AT treatment: 6.5%; TCR act: 5.7%; Menin MLL FP TR: -5.0%; TSHR antagonist: 6.5; MBNL1 CUG block: 1.2%; Integrin act MD: 17.9%

What do the screens show for `Cc1ccc2c(c1)C(C)CC(C)(C)N2C(=O)CN1CCN(C)CC1` (stereo not drawn)?
TSG101-PTAP inh: 0.0%; Mito fusion yeast: -7.9%; MLL CXXC-DNA inh: 12.3%; S-ASM inh: -2.1%; AT treatment: -9.0%; TCR act: -1.9%; TSHR antagonist: 1.9; MBNL1 CUG block: -12.1%; Integrin act MD: -36.3%[inhibitor]

How did C[C@H](NC(=O)OCc1ccccc1)c1nnc([C@H](C)NC(=O)OCc2ccccc2)o1 do in these assays?
TSG101-PTAP inh: -0.2%; Mito fusion yeast: 15.3%; MLL CXXC-DNA inh: -1.3%; S-ASM inh: 1.4%; AT treatment: inconclusive; TCR act: -7.4%; TSHR antagonist: 0.9; MBNL1 CUG block: -5.0%; Integrin act MD: -3.7%

What do the screens show for `CC(C)CNS(=O)(=O)c1ccc(CCC(=O)O)cc1`?
TSG101-PTAP inh: -0.7%; Mito fusion yeast: -2.3%; MLL CXXC-DNA inh: -1.4%; S-ASM inh: -2.9%; AT treatment: 6.1%; TCR act: 12.8%; Menin MLL FP TR: 4.6%; TSHR antagonist: 1.3; MBNL1 CUG block: -2.0%; Integrin act MD: 10.9%

How did Cc1cc(C(=O)Nc2sc3c(c2C#N)CCCCC3)cs1 do in these assays?
TSG101-PTAP inh: -7.3%; Mito fusion yeast: -0.9%; MLL CXXC-DNA inh: 1.4%; S-ASM inh: -2.9%; AT treatment: -10.9%; Menin MLL FP TR: 4.9%; TSHR antagonist: -14.6; MBNL1 CUG block: 59.0%[activator]; Integrin act MD: 6.7%

How did O=C(NC1CCCC1)C(c1ccccn1)N(C(=O)c1csnn1)C1CCCC1 (stereo not drawn) do in these assays?
TSG101-PTAP inh: -3.6%; Mito fusion yeast: 0.4%; MLL CXXC-DNA inh: 9.4%; S-ASM inh: 1.7%; TCR act: 2.2%[46.1 µM]; Menin MLL FP TR: 0.7%; TSHR antagonist: -5.6; MBNL1 CUG block: 14.6%; Integrin act MD: 12.9%

Results for CN(C)/N=C/C=C1\CCC/C(=C/c2cccs2)C1=O ?
TSG101-PTAP inh: 1.2%; Mito fusion yeast: -7.5%; MLL CXXC-DNA inh: 13.2%; S-ASM inh: -8.7%; AT treatment: -7.0%; TCR act: 0.2%; TSHR antagonist: -9.8; Integrin act MD: -34.3%

Some of the compounds tested. The share of hits here may be higher or lower than overall.
